Assay outcomes: PubChem, National Center for Advancing Translational Sciences (NCATS)
TRPV1 ag: human TRPV1 agonism. activation, % at 8.33 µM. AID 540275. 320,000 compounds, 0.19% hits. Q8NER1. TRPV1-expressing cells, Fluo-8 calcium influx, agonist mode; in the data active means activation above about 80%; inconclusive means between about 30% and that limit; further: 0% is about no effect
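Cells expressing TRPV1 were dye-loaded with Fluo-8 and read kinetically: 10 s baseline, 3 min after compound (agonist portion), then 2 min after EC20 capsaicin (allosteric enhancer portion). Calcium-bound dye fluorescence at 480/520 nm.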
TCR act: T cell receptor activation; primary human leukocytes, anti-CD3, IL-2 HTRF, 48 h; AID 504894; Potency, µM (series often up to 9.22 µM), inactives show top-dose activation of IL-2 secretion, most hits filed as activators; 330,000 tested, under 10 active; further: % of control where 0% means no effect
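Primary human leukocytes were stimulated with a-CD3 beads plus compounds for 48 hr without co-stimulation; secreted IL-2 was quantified by HTRF using a-IL-2-K (europium cryptate) and a-IL-2-d2, excited at 320nm with acceptor emission read at 665nm.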
CXXC DNA block: blocks binding of human MLL CXXC domain to DNA | Q03164 | AID 2662 | MLL-CXXC / FITC-HOXA9 DNA fluorescence polarization | Potency, µM (series often up to 115 µM), inactives show top-dose activity change, negative = inhibition, most hits filed as inhibitors | 290,000 compounds, 0.037% hits; active means well fitted inhibition curve with a large enough effect in the polarisation, with a control signal flat, not every such curve was filed as active; inconclusive means small, poorly fitted or top-dose-only effect, or effect the other way, or a change in a side signal; inactive means no such curve, though single readings can be large or run the other way; the % refers to the polarisation; further: potency means the concentration at half of the fitted maximal effect
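Steps: dispense CXXC domain solution (7 uM) → pin compounds or unlabeled HOX-A9 DNA control → 5 min ambient → add FLSN-HOX-A9 solution (50 nM) → spin → 30 min ambient → fluorescence polarization. Tris pH 7.5/NaCl/DTT/BSA buffer.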
ELG1 repair inh: inhibitors of ELG1-dependent DNA repair in HEK293T cells; Potency, µM (doses to about 46.1 µM), without a hit: at the top dose activity change, negative = inhibition, hits mostly inhibitors; 330,000 compounds, 2.3% hits; HEK293T ELG1-luciferase reporter, luminescence, 16 h; DNA damage induced by 5-fluorouridine; AID 504467; further: potency means the concentration at half of the fitted maximal effect; on the % scale 0 is the no-effect control and ±100 the full control effect; nearly all actives have a fitted effect of over 55% in size
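Overnight (16 hr) co-exposure of 2,000 cells/well to 5-fluorouridine and compound at 37 °C preceded detection. Luciferase was quantified via ONE-Glo luminescence; loss of signal denotes inhibition.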
TSG101-PTAP inh: blocks PTAP/TSG101 interaction to inhibit HIV-1 budding | Q99816 | Fluorescence polarization, FITC-PTAP peptide / Tsg101 binding | Potency, µM (titrated, usually from 115 µM), for the others: top-dose activity change, negative = inhibition, actives largely listed as inhibitors | 340,000 tested, under 10 active | AID 493005; active means well fitted inhibition curve with a large enough effect in the main read-out, with a control signal flat, not every such curve was filed as active; inconclusive means small, poorly fitted or top-dose-only effect, or effect the other way, or a change in a side signal; inactive means no such curve, though single readings can be large or run the other way; further: potency means the concentration at half of the fitted maximal effect; % of control where 0% means no effect
Target sequence (Q99816 whole entry, looked up): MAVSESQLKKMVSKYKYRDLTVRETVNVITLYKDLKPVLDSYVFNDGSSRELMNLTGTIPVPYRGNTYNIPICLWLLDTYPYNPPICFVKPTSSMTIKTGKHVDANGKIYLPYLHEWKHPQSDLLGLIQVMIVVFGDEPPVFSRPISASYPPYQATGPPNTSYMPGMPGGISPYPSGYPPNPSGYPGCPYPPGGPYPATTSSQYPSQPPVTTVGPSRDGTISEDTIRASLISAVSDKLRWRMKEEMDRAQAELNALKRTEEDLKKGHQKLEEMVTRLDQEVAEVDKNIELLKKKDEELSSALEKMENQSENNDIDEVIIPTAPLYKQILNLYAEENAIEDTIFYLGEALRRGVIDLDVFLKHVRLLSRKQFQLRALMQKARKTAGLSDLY
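FP read-out: FITC-PTAP peptide, 50 nM final, binding Tsg101 binding domain, 10 uM final; 20 min, r.t.; 10 mM HEPES pH 7.5, 0.15 M NaCl, 0.01% Tween 20, 3 mM EDTA, 0.1 mM TCEP.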
Integrin act MD: activators of alpha7 integrin expression for muscular dystrophy. alpha7betagal myoblasts, beta-gal FDG fluorescence, 48 h. Potency, µM (highest dose often 38.3 µM), without a hit: at the highest dose activation, usual class: activators. 350,000 compounds, 0.064% hits. AID 624291;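 further: potency means the concentration at half of the fitted maximal effect; 100% = response of the positive control SU9516; nearly all actives have a fitted effect of over 60% in size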
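Alpha7betagal+/- myoblasts (passage 13) were plated 16-24 hr, then exposed to compounds (1:260 dilution of DMSO stock) for 48 hours at 37C. After MPER lysis, β-galactosidase reporter activity was read as FDG fluorescence (ex 480/em 540) after 30 minutes.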
BRCA1 expr up: activators of BRCA1 expression; 380,000 compounds, 1.1% hits; MCF7-BRCA1-FFLuc reporter, luminescence, 48 h; response scale: scaled: vehicle 0%, 10 µM genistein 100%; Potency, µM (doses to about 46.1 µM), inactives show top-dose activation, most hits filed as activators; further: potency means the concentration at half of the fitted maximal effect; nearly all actives have a fitted effect of over 80% in size; some results filed as inactive show a strong effect at the top dose
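Activators of BRCA1 expression were detected as increased firefly luciferase luminescence in engineered MCF7 cells after 48 h compound incubation. Signals were scaled to genistein 10 microM as full activation.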
B2AR arrestin: agonists driving beta-arrestin recruitment to human beta2-adrenergic receptor. Potency, µM (highest dose often 46.1 µM), inactives show top-dose activation, actives largely listed as activators. beta-arrestin recruitment to beta2AR, cell-based reporter. 330,000 compounds, 0.02% hits. P07550;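 further: potency means the concentration at half of the fitted maximal effect; 0% = DMSO controls and full agonism = EC100 isoproterenol or metaproterenol; nearly all actives have a fitted effect of over 65% in size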
Target sequence (P07550 whole entry, looked up): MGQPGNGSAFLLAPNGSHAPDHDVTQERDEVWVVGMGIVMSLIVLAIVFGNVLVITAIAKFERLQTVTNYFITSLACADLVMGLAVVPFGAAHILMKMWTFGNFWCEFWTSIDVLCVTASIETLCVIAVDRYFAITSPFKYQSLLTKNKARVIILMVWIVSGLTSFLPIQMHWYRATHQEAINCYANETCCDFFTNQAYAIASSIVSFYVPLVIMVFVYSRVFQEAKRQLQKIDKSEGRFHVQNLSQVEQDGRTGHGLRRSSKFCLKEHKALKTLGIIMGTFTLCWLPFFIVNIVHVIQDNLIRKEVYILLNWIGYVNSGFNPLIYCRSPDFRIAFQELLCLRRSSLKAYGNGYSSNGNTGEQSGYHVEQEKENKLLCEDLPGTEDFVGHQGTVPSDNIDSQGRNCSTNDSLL
A-T KAP1 phos: potential ataxia-telangiectasia treatments restoring KAP-1 phosphorylation; […] A-T fibroblasts, KAP-1 phosphorylation AlphaLISA; neocarzinostatin DNA damage 30 min before lysis; Potency, µM (top dose mostly 57.5 µM), for the others: at the highest dose activation, actives largely listed as activators; 320,000 compounds, 0.19% hits; AID 485349; further: potency means the concentration at half of the fitted maximal effect; % of control where 0% means no effect; nearly all actives have a fitted effect of over 45% in size
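ATM-like activity read as KAP-1 phosphorylation via AlphaLISA donor/acceptor antibody pairs after lysis and 6 hr at 25C. Cells were ATM-null patient fibroblasts ([…], hTERT), dosed 60 min, then exposed to the DSB inducer NCS for 30 min.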
p53 reactivation: re-activators of mutant p53 | H1299 p53-A138V BP100-luciferase reporter, luminescence, 24 h | Potency, µM (titrated, usually from 92.2 µM), for inactives: at the highest dose activity change, positive = activation, most hits filed as activators | 320,000 compounds, 0.063% hits; further: potency means the concentration at half of the fitted maximal effect; % of control where 0% means no effect; nearly all actives have a fitted effect of over 45% in size
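H1299 (p53-null), stable ts p53-A138V + BP100-Luc; 1000 cells/well, Opti-MEM/10% FBS; cpd 4 pt, 1:5; 24 h, 37 deg C, 5% CO2; detection reagent 10 min RT; luminescence.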
* marks the source's active call; other numbers are inactive results; i = inactive; ? = inconclusive; nt = no result given; [ ] = dose if it differs, or a comment. Unless noted, the call rests on the fitted dose curve; in most records, active means well fitted curve in the direction sought with a large enough effect; inconclusive means small, poorly fitted or top-dose-only effect, or another doubt; inactive means no such curve, though single readings can be large; an effect the other way counts as inactive or inconclusive. The order is random, and some 3.8% of all compounds hit somewhere here.

SMILES	TRPV1 ag	TCR act	CXXC DNA block	ELG1 repair inh	TSG101-PTAP inh	Integrin act MD	BRCA1 expr up	B2AR arrestin	A-T KAP1 phos	p53 reactivation
Cc1cc(C(=O)NNC(=O)c2ccccc2F)c2ccccc2n1	-0.3	-0.6%	nt	14.6%	0.1%	18.1%	-10.1%	-0.9%	-2.0%	19.0%
COc1ccc(-c2nnc(SCC(=O)N/N=C/c3ccccc3C(=O)O)n2-c2ccc(Cl)cc2)cc1	-2.2	-2.9%	2.2%	-4.1%	0.3%	?	-6.8%	3.0%	12.2%	-1.5%
CC(=O)Nc1cc(Cl)ccc1OS(=O)(=O)c1ccc(C)cc1	-0.5	2.2%[46.1 µM]	-3.2%	-0.4%	2.8%	-14.7%	1.1%	-0.5%	5.0%	0.0%
CNC(=O)/C(C#N)=C/c1c(N(Cc2ccccc2)Cc2ccccc2)nc2ccccn2c1=O	25.3	-8.7%[46.1 µM]	13.4%	18.4µM*	-3.0%	-30.2%	-54.8%	-0.7%	0.0%	-12.8%
S=c1nc(-c2ccccc2)oc2c1CCCC2	-1.2	-0.9%	-9.9%	?	-0.3%	-9.6%	?	-0.6%	5.6%	?
Cc1ccc2c(c1)N(C(=O)CCC(=O)N1CCOCC1)CC(C)O2 (configuration not stated)	?	2.9%	nt	12.5%	-1.9%	-9.2%	23.5%	0.3%	1.4%	9.0%
Cc1noc(C)c1NC(=O)N(C)C[C@H]1Oc2ccc(NS(=O)(=O)c3cccs3)cc2C(=O)N([C@H](C)CO)C[C@@H]1C	nt	5.4%	nt	?	-6.7%	20.9%	-0.7%	-0.4%	-0.8%	3.1%
CC1CCN(C(=O)CN(CCc2ccccc2)S(C)(=O)=O)CC1	0.5	nt	-8.3%	-3.1%	3.1%	-11.2%	4.0%	-0.1%	4.5%	-4.3%
O=C(c1ccccc1F)N1CCN(C(=O)C2CC2)CC1	2.7	nt	14.9%	15.2%	0.5%	-3.9%	2.2%	0.2%	-12.7%	1.8%
CCOc1ccc(C(=O)NCC(=O)OCc2nnc(-c3ccccc3)o2)cc1OCC	-0.2	-0.3%	nt	0.0%	-2.8%	-7.3%	-25.1%	-0.8%	-1.6%	17.9%
Cc1ccc(SCC(=O)OCC(=O)NCCc2ccccc2)cc1C	5.8	6.6%	nt	?	-1.6%	-8.9%	-6.5%	-0.3%	-4.7%	0.1%
Cc1ccc(C(=O)OCC(=O)N2CC(C)OC(C)C2)cc1 (configuration not stated)	0.7	5.0%	22.2%	3.1%	1.1%	-0.9%	-14.8%	-0.4%	8.9%	6.5%
COc1cc(C(=O)N(C)C2CCCCC2)ccc1OC1CCN(C(C)=O)CC1	-3.0	-3.3%	-1.4%	-8.1%	-2.2%	?	6.6%	-0.6%	-4.6%	2.7%
CCOC(=O)CCNC(=O)N1CCCC(CNS(=O)(=O)Cc2ccccc2)C1 (configuration not stated)	2.0	-2.6%	16.4%	-11.8%	0.7%	43.2%	2.1%	-0.2%	1.7%	0.0%
CCCCC(=O)Oc1ccccc1C1SCc2cc(C)c(C)cc2CS1	5.4	-6.9%	-9.1%	?	-2.7%	?	-16.5%	0.1%	-0.5%	18.1%
COC(=O)CC1Oc2ccc(C)cc2NC1=O (configuration not stated)	0.7	-0.5%	-7.9%	12.5%	-5.3%	11.4%	-7.3%	-1.2%	3.3%	1.5%
CC1CCN(C(=O)Cn2cc(C(F)(F)F)ccc2=O)c2ccccc2S1 (configuration not stated)	nt	nt	nt	0.0%	-0.1%	-11.5%	0.5%	-0.1%	17.1%	-2.0%
O=C(CCN1C(=O)c2ccccc2C1=O)Nc1cccc(O)c1	?	2.3%	-14.3%	-4.5%	0.0%	23.8%	1.0%	-0.6%	19.3%	-4.9%
CNC(=O)CSc1nnc(-c2ccncc2)n1Cc1ccccc1	-2.6	0.9%	1.1%	0.1%	-3.9%	16.6%	-4.2%	-0.4%	-8.9%	11.0%
Cc1ccc(/C=C(/C#N)C(=O)NC(=O)Oc2ccccc2)cc1	-1.2	8.1%	2.7%	4.2%	-6.2%	6.1%	17.6%	0.0%	0.4%	5.4%
CCN(CC)S(=O)(=O)c1ccc(OC)c(NC(=O)c2cc(=O)[nH]c3ccccc23)c1	-0.1	-11.6%	7.8%	?	-6.2%	2.3%	-16.3%	-0.1%	1.6%	-1.1%
CC(=O)c1c(C)[nH]c(C(=O)Nc2cccc(C(F)(F)F)c2)c1C	18.6	2.5%	7.1%	?	-3.3%	0.0%	-36.6%	-0.2%	4.2%	?
O=C1CCCN1CN(C(=O)c1ccc2c(c1)OCO2)c1cccc(Cl)c1	7.0	-0.6%	2.2%	-2.4%	-7.1%	30.5%	2.5%[1.84 µM]	-0.7%	-6.4%	-4.2%
O=C(CC(c1ccccc1)(c1ccccc1)c1ccccc1)N[C@@H](Cc1ccccc1)C(=O)O	1.8	1.1%	-0.1%	11.6%	-4.7%	-23.1%	0.0%	-0.1%	-1.9%	9.3%
Cc1ccccc1OCC(=O)N(Cc1cccs1)C1CCS(=O)(=O)C1 (configuration not stated)	-6.3	0.2%	-4.2%	-7.0%	-7.8%	0.7%	0.7%	0.1%	3.5%	-22.8%
CC(=O)c1ccccc1NC(=O)COC(=O)CCC1CCCC1	nt	-15.4%	nt	9.5%	0.3%	4.1%	-17.6%	-1.3%	-20.9%	-4.9%
C#CCNC(=O)C1=C[C@H](c2cn(C(C)=O)c3ccccc23)[C@@H](CCCO)[C@H](OCC)O1	0.7	6.0%	?	11.6%	-6.5%	31.5%	0.6%	0.5%	0.6%	6.1%
CCN(CCCNC(=O)COc1cc(=O)n(CC)c2ccccc12)c1ccccc1	-5.0	-0.7%	4.3%	-0.1%	-5.0%	6.4%	-37.2%	0.2%	-4.7%	-15.8%
CCC(=O)Nc1ccc(N2CCC(C)CC2)cc1	2.3	1.9%[46.1 µM]	-0.9%	?	-0.8%	9.6%	?	0.1%	-4.1%	?
COc1cc(C(=O)NNC(=O)CCOc2cccc(Br)c2)cc(OC)c1OC	0.2	-1.7%	nt	?	-6.2%	-23.6%	3.3%	-0.3%	14.0%	-15.6%
CCCCn1c(C)cc2c(c1=O)C1O[C@](c3ccsc3)(Cc3cc(OC)c(OC)cc31)O2	i	nt	-8.3%[23 µM]	nt	nt	nt	nt	0.4%[9.22 µM]	-6.4%[11.5 µM]	nt
FC(F)(F)c1cccc(Cc2noc(CN3CCSCC3)n2)c1	24.7	5.4%	-4.5%	7.3%	-3.0%	1.3%	-11.7%	-0.8%	-1.9%	1.2%
O=C(Cc1ccccc1F)NC1CCCc2ccccc21 (configuration not stated)	10.0	11.8%	-5.6%	?	-3.2%	20.5%	15.7%	-0.8%	4.4%	9.2%
COCc1cc(=O)[nH]c(/N=C(\N)Nc2c(F)cccc2F)n1	-1.8	5.4%	5.8%	9.4%	-5.0%	-19.2%	0.0%	-0.5%	-1.1%	2.4%
CCOC(=O)N1CCN(CC(O)COc2c(C)cccc2C)CC1 (configuration not stated)	7.5	7.0%[46.1 µM]	-1.1%	10.3%	-1.0%	7.1%	11.6%	0.2%	0.0%	3.9%
CCCn1c(N)c(Sc2ccc([N+](=O)[O-])cc2)c(=O)n(CCC)c1=O	4.1	-4.5%	-5.4%	5.0%	-0.6%	-12.0%	-3.9%	0.3%	-2.6%	-2.6%
Cc1ccc(S(=O)(=O)c2cc3c(=O)n4cccc(C)c4nc3n(Cc3ccncc3)c2=N)cc1	21.1	-2.5%	11.7%	-1.7%	-1.8%	0.9%	-18.5%	0.4%	-3.4%	-6.7%
COc1ccc(C(=O)N2c3ccccc3C(=O)OC2c2ccc3c(c2)OCO3)cc1 (configuration not stated)	17.6	1.2%	2.0%	?	-3.5%	4.3%	11.2µM*	0.1%	-0.4%	?
COC(=O)Cc1cnc(NC(=O)CSc2nc(C(C)C)cc(=O)[nH]2)s1	0.3	-9.0%	3.3%	-9.3%	-3.8%	-206.0%[inhibitor]	-17.9%	-0.4%	2.3%	-1.8%
O=C(CNC(=O)C1CCCCC1)OC(C(=O)c1ccccc1)c1ccccc1 (configuration not stated)	4.9	-1.7%	nt	16.9%	-0.4%	nt	?	-2.2%	6.1%	5.9%
CC1Cc2nc(SCC(=O)Nc3ccccc3F)n(C)c(=O)c2S1 (configuration not stated)	-3.3	1.3%[46.1 µM]	-4.2%	-10.5%	-1.6%	-14.9%	-5.5%	0.2%	1.6%	-11.0%
O=C(NNC(=O)c1ccc(Br)s1)c1ccc(F)c(S(=O)(=O)N2CCOCC2)c1	11.0	-1.6%	nt	?	-6.6%	6.8%	-4.3%	0.4%	-1.1%	-10.6%
Cc1ccc(/C=C/C(=O)Nc2ccc([N+](=O)[O-])cc2)o1	3.7	nt	-18.8%	1.84µM*	-10.4%	-31.5%	22.3%	0.5%	7.2%	?
